High-throughput results from PubChem BioAssay.
Tb PYK inh – T. brucei pyruvate kinase inhibition; Q57TT1; TbPYK enzyme, Kinase-Glo Plus ATP luminescence, 45 min; Potency, µM (highest dose often 76.8 µM), for inactives: at the top dose activity, negative = inhibition, hits mostly inhibitors; 410,000 compounds, 0.12% hits; active = well fitted inhibition curve with a large enough effect; note: nearly all actives have a fitted effect of over 50% in size
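TbPYK + substrate in 50 mM TEA pH 7.2, 100 mM KCl, 10 mM MgCl2, 0.05% BSA, 0.01% Tween-20; cpd pinned; ADP 130 uM final; 45 min RT; Kinase-Glo Plus 10 min; luminescence endpoint.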
Numbers without * were called inactive. % is set by controls: 0 for no effect and ±100 for the full control effect; potency is the fitted concentration of half-maximal effect. This is a subset; the hit share may differ from the screen's.

What do the screens show for `CCOc1ccc(-c2cc(C(=O)NCc3ccc(C(F)(F)F)cc3)[nH]n2)c(C)c1`?
Tb PYK inh: 1%

How did O=C(Nc1ccc2c(c1)OCO2)c1cc(C2CCCCN2S(=O)(=O)c2ccccc2)on1 (stereo unspecified) do in these assays?
Tb PYK inh: -2%

Results for CC1(Oc2cccc(F)c2)CCN(Cc2ccc(-c3ccccc3)o2)C1 (stereo unspecified) ?
Tb PYK inh: -2%

How did COc1ccc(C(=O)c2[nH]c(N)c(C(=O)NCCc3c[nH]c4ccccc34)c2-c2c(F)cccc2Cl)cc1 do in these assays?
Tb PYK inh: 6%

Results for Cc1ccn(CC(=O)NC2CCCN(Cc3ccccc3F)C2)n1 (stereo unspecified) ?
Tb PYK inh: 6%

What do the screens show for `COc1ccc(Cn2cc(CN3CC(N4CCSCC4)CS3(=O)=O)nn2)cc1` (stereo unspecified)?
Tb PYK inh: -14%

What do the screens show for `CCN1C(=O)[C@H]2[C@@H](c3ccc(C)cc3)N[C@]3(CCCN(Cc4ccc(C(F)(F)F)cc4)C3=O)[C@H]2C1=O`?
Tb PYK inh: 2%

What do the screens show for `c1ccc2c(C(c3nnnn3-c3ccc4c(c3)OCCO4)N3CCCC3)ccnc2c1` (stereo unspecified)?
Tb PYK inh: 0%

What do the screens show for `C[C@@H]1CN([C@H](C)CO)C(=O)CCCn2nncc2CO[C@@H]1CN(C)S(=O)(=O)c1ccc(Cl)cc1`?
Tb PYK inh: 1%

Results for C[C@@H]1CN([C@H](C)CO)S(=O)(=O)c2ccc(C#CC3CCCC3)cc2O[C@H]1CN(C)C(=O)Cc1ccccc1 ?
Tb PYK inh: 0%

What do the screens show for `CC1(C(=O)NS(=O)(=O)c2ccc(F)cc2F)CCN1C(=O)c1ccccc1` (stereo unspecified)?
Tb PYK inh: 1%

How did Cc1ccc(F)c(S(=O)(=O)NC(=O)C2(C)CCN2C(=O)C/C=C/c2ccccc2)c1 (stereo unspecified) do in these assays?
Tb PYK inh: -6%

How did COC(=O)C12OCC34C(CC5C(C)=C(O)C(=O)CC5(C)C3C(O)C1O)OC(=O)C(OC(=O)C=C(C)C)C24 (stereo unspecified) do in these assays?
Tb PYK inh: 3%

How did CCCC(=O)N1CCC1(C)C(=O)Nc1cccc(OC(C)C)c1 (stereo unspecified) do in these assays?
Tb PYK inh: -4%

Results for Cc1cc(F)cc(-c2cc(C(=O)NCc3ccc(C(F)(F)F)cc3)[nH]n2)c1 ?
Tb PYK inh: 5%

Results for C[C@H]1CN([C@@H](C)CO)C(=O)CCCn2nncc2CO[C@H]1CN(C)S(=O)(=O)c1ccc2c(c1)OCCCO2 ?
Tb PYK inh: -5%

Results for Cc1occc1C(=O)N(C)CC1CCCN(CCc2ccc(Cl)cc2)C1 (stereo unspecified) ?
Tb PYK inh: -2%

What do the screens show for `C[C@@H]1CN([C@@H](C)CO)C(=O)CCCn2nncc2CO[C@H]1CN(C)C(=O)Cc1ccccc1`?
Tb PYK inh: -3%

What do the screens show for `CCCCOC1OCN(C2CCCCC2)CC1(C)C` (stereo unspecified)?
Tb PYK inh: -12%

What do the screens show for `COc1ccc(-c2nc3cc(C)c(Br)c(C)n3c2Cc2ccsc2)cc1OC`?
Tb PYK inh: 3%

Results for O=C(CCSc1nc(-c2ccccc2)c(-c2ccccc2)o1)N1CCCCC1 ?
Tb PYK inh: -3%

How did NCc1csc(NC(=O)Nc2cccc(Cl)c2)n1 do in these assays?
Tb PYK inh: 0%

What do the screens show for `Cn1cc(C=CC(=O)O)c2nccnc21`?
Tb PYK inh: -2%

Results for Clc1cccc(-c2cc3nc(NCCOc4ccccc4)ccn3n2)c1 ?
Tb PYK inh: 4%

What do the screens show for `COc1ccc(-c2ccccc2)cc1NC(=O)[C@@H]1O[C@H](CO)[C@@H](O)[C@H]1O`?
Tb PYK inh: 3%

Results for Cc1ccc(S(=O)(=O)N(C)C[C@H]2OCc3cnnn3CCCC(=O)N([C@@H](C)CO)C[C@H]2C)cc1 ?
Tb PYK inh: -3%

How did CCC(c1nnnn1-c1ccc2c(c1)OCCO2)N1CCN(c2cccc(C)c2C)CC1 (stereo unspecified) do in these assays?
Tb PYK inh: 1%

How did O=C(c1cc(C2CCCCN2S(=O)(=O)c2cccs2)on1)N1CCOCC1 (stereo unspecified) do in these assays?
Tb PYK inh: 3%

How did CCOC(=O)[C@]12CCC=C1N(CCC1=CCCCC1)C(=O)[C@H](CC(=O)NCc1cccs1)C2 do in these assays?
Tb PYK inh: -2%

What do the screens show for `COCCCn1c(C(=O)Nc2ccc3c(c2)OCO3)cc2c(=O)n3cccc(C)c3nc21`?
Tb PYK inh: 0%

Compounds above with fluorine (8):
What do the screens show for `CCOc1ccc(-c2cc(C(=O)NCc3ccc(C(F)(F)F)cc3)[nH]n2)c(C)c1`?
Tb PYK inh: 1%

Results for CC1(Oc2cccc(F)c2)CCN(Cc2ccc(-c3ccccc3)o2)C1 (stereo unspecified) ?
Tb PYK inh: -2%

How did COc1ccc(C(=O)c2[nH]c(N)c(C(=O)NCCc3c[nH]c4ccccc34)c2-c2c(F)cccc2Cl)cc1 do in these assays?
Tb PYK inh: 6%

Results for Cc1ccn(CC(=O)NC2CCCN(Cc3ccccc3F)C2)n1 (stereo unspecified) ?
Tb PYK inh: 6%

What do the screens show for `CCN1C(=O)[C@H]2[C@@H](c3ccc(C)cc3)N[C@]3(CCCN(Cc4ccc(C(F)(F)F)cc4)C3=O)[C@H]2C1=O`?
Tb PYK inh: 2%

What do the screens show for `CC1(C(=O)NS(=O)(=O)c2ccc(F)cc2F)CCN1C(=O)c1ccccc1` (stereo unspecified)?
Tb PYK inh: 1%

How did Cc1ccc(F)c(S(=O)(=O)NC(=O)C2(C)CCN2C(=O)C/C=C/c2ccccc2)c1 (stereo unspecified) do in these assays?
Tb PYK inh: -6%

Results for Cc1cc(F)cc(-c2cc(C(=O)NCc3ccc(C(F)(F)F)cc3)[nH]n2)c1 ?
Tb PYK inh: 5%

New compounds follow.
Results for Clc1cccc(NC2=NCCS2)c1 ?
Tb PYK inh: -1%

What do the screens show for `COc1ccc(CCNC(=O)Nc2ccc3c(c2)c(=O)n(C)n3Cc2ccc(Cl)cc2)cc1OC`?
Tb PYK inh: 1%

How did CCC1Oc2ccccc2N(CC(=O)N2CCCC2)C1=O (stereo unspecified) do in these assays?
Tb PYK inh: 7%

How did O=c1[nH]cc(CCc2ccccc2)c(=O)[nH]1 do in these assays?
Tb PYK inh: 2%

What do the screens show for `O=C(NCc1nnnn1-c1ccc(Cl)cc1)c1ccc([N+](=O)[O-])o1`?
Tb PYK inh: 12%

How did CCc1ccc(C(O)c2ncc(-c3ccc(C)cc3)[nH]2)cc1 (stereo unspecified) do in these assays?
Tb PYK inh: -2%

How did O=C(Nc1ccccc1)OC[C@@H]1C=CS(=O)(=O)N1Cc1ccc(Br)cc1 do in these assays?
Tb PYK inh: -3%

How did C[C@H](CO)N1C[C@H](C)[C@@H](CN(C)Cc2cccc(O)c2)OCc2cnnn2CCCC1=O do in these assays?
Tb PYK inh: 6%

What do the screens show for `Cc1cc(F)ccc1C(O)c1ncc(-c2cccc3ccccc23)[nH]1` (stereo unspecified)?
Tb PYK inh: 3%

What do the screens show for `CC(C)NC(=O)c1cccc2c(-c3ccc(F)c(F)c3)coc12`?
Tb PYK inh: 2%

How did FC(F)(F)c1ccccc1Cc1c(-c2cccc(Cl)c2)nc2ccc(Br)cn12 do in these assays?
Tb PYK inh: -5%

Results for Cc1ccc(S(=O)(=O)N2CCC(=O)N([C@H](COCc3ccc(Cl)cc3Cl)Cc3ccccc3)CC2)cc1 ?
Tb PYK inh: 1%

What do the screens show for `COc1ccc(CN2C(=O)c3ccccc3C2=O)cc1C(=O)N(C)CC(=O)Nc1ccc(C)cc1`?
Tb PYK inh: 6%

How did COC(=O)C1=C(c2ccc(OCc3ccccc3)cc2)C[C@@H]2CC[C@H]1N2C(=O)NCCc1ccc(F)cc1 do in these assays?
Tb PYK inh: -7%

What do the screens show for `CC1Cc2[nH][nH]c(=O)c2C(C2CCCC2)O1` (stereo unspecified)?
Tb PYK inh: 1%

How did CCOC(=O)C1(C)CCCN(C(=O)c2ccc3c(c2)OCO3)C1 (stereo unspecified) do in these assays?
Tb PYK inh: -1%

What do the screens show for `COc1ccc(C(O)c2nc(-c3cccc(C(=O)O)c3)cs2)cc1` (stereo unspecified)?
Tb PYK inh: -10%

Results for CC(C)C[C@@H](CN1CCC[C@H]1CN1C(=O)C(=O)NC[C@@H]1Cc1ccc(O)cc1)N1C[C@H](Cc2ccccc2)N(CCc2ccccc2)C(=O)C1=O ?
Tb PYK inh: -2%

Results for CC(=O)N1CCC2(CCCN(C(=O)Nc3cccc(F)c3)C2)CC1 ?
Tb PYK inh: 0%

How did CC(=O)c1sc(NC(=O)CCS(=O)(=O)c2ccc(F)cc2)nc1C do in these assays?
Tb PYK inh: -1%

How did CCc1nc2c(OCC(=O)c3ccc(F)cc3)cccn2c1N(C)C(=O)c1ccccc1F do in these assays?
Tb PYK inh: -7%

Results for CC(C)CN1CCC1(C)C(=O)Nc1cc(-c2ccccc2)nn1C (stereo unspecified) ?
Tb PYK inh: -5%

Results for CC1(C(=O)NS(=O)(=O)c2ccc(Br)cc2)CCN1C(=O)C/C=C/c1ccccc1 (stereo unspecified) ?
Tb PYK inh: 4%

What do the screens show for `COc1cccc(Cn2cnc(-c3ccccc3OC)c2-c2cccs2)c1`?
Tb PYK inh: 0%

How did COc1cc(N=Nc2ccc(Br)cc2)cc(C=O)c1O do in these assays?
Tb PYK inh: -23%

How did CC1CN(C(=O)COC(=O)c2cncc(Br)c2)CC(C)O1 (stereo unspecified) do in these assays?
Tb PYK inh: 2%

How did COc1ccccc1-c1ccc([C@@H]2C[C@H]3[C@@H](CN2)CON3C)cc1 do in these assays?
Tb PYK inh: -3%

What do the screens show for `COc1ccc(CC(=O)NCc2cccc(Cl)c2)cc1S(=O)(=O)N1CCOCC1`?
Tb PYK inh: 2%

What do the screens show for `CCCCCCN1C[C@@H](O)[C@H](n2cc(COC(=O)c3ccccc3)nn2)C[C@@H]1c1ccccc1`?
Tb PYK inh: 1%

How did COC(=O)[C@]12CCCCC=C1N(Cc1ccc(Cl)cc1Cl)C(=O)[C@H](CC(=O)NCCCCc1ccccc1)C2 do in these assays?
Tb PYK inh: 1%

How did Nc1nc(N)c2cc(CNc3ccc(Cl)c(Cl)c3)ccc2n1 do in these assays?
Tb PYK inh: -3%

How did CCCCC(=O)N(C)c1c(CC)nc2c(OCCC3CCCCC3)cccn12 do in these assays?
Tb PYK inh: 3%

Results for CC(C)(C)OC(=O)N1CCC[C@H]1C(=O)NCc1ccc(F)cc1F ?
Tb PYK inh: 2%

What do the screens show for `CC(=O)Nc1ccc(S(=O)(=O)N2CCN(c3ccc(C(C)=O)cc3)CC2)cc1`?
Tb PYK inh: -4%

Results for O=C(NCc1ccc(F)cc1)c1cc(C2CCCCN2C(=O)CCc2ccccc2)on1 (stereo unspecified) ?
Tb PYK inh: 1%

Results for CC1(C(=O)NCc2ccc3c(c2)OCO3)CCN1C(=O)CCc1ccc(Cl)cc1Cl (stereo unspecified) ?
Tb PYK inh: -8%

Results for CCc1nc2c(OCc3ccccc3C(=O)OC)cccn2c1N(C)C(=O)c1cccc(OC)c1 ?
Tb PYK inh: 2%

How did CCc1nc2c(OCc3ccccc3C(=O)OC)cccn2c1N(C)C(=O)Nc1ccccc1OC do in these assays?
Tb PYK inh: -7%

Results for CCCCn1nnnc1C(CCSC)N1CCN(C/C=C/c2ccccc2)CC1 (stereo unspecified) ?
Tb PYK inh: 0%

Results for Cc1nn(C2CCS(=O)(=O)C2)c(C)c1CN(C)C(=O)c1ccc(F)cc1 (stereo unspecified) ?
Tb PYK inh: -7%

How did Cc1ccc(S(=O)(=O)NN=C2CC(C)(C)CC(=O)C2(C)C)cc1 do in these assays?
Tb PYK inh: 5%

Results for CCOc1ccc(CCN2C(=O)C(=O)N([C@@H](Cc3ccc(O)cc3)CN3CCC[C@H]3CN3C(=O)C(=O)NC[C@@H]3Cc3ccc(O)cc3)C[C@@H]2Cc2ccccc2)cc1 ?
Tb PYK inh: 6%

Results for COc1ccc2sc(C)cc(=O)c2c1 ?
Tb PYK inh: 1%

How did CC1(C(=O)NCc2cccc3ccccc23)CCN1C(=O)C1(c2ccccc2)CC1 (stereo unspecified) do in these assays?
Tb PYK inh: -13%

How did COc1ccc(C2CC(=O)C=C3c4ccc(OC)cc4CCC32)cc1 (stereo unspecified) do in these assays?
Tb PYK inh: 0%

How did CN1CCN(CC(=O)N2c3ccc(S(=O)(=O)NCCNC(=O)OC(C)(C)C)cc3C(=O)Nc3cccnc32)CC1 do in these assays?
Tb PYK inh: 1%

Results for CCCCCCn1c(=O)n2n(c1=O)[C@@H]1CN(S(=O)(=O)c3ccc(C)cc3)C[C@]1(O)[C@@H](OC(=O)NCc1ccccc1F)C2 ?
Tb PYK inh: 5%

Results for OC[C@@H]1CN(Cc2ccc(-c3ccccc3)cc2)C[C@H](n2cnc3c(N4CCOCC4)ncnc32)O1 ?
Tb PYK inh: -5%

Results for CCC(=O)N(C)C[C@@H]1Oc2ncc(Br)cc2C(=O)N([C@H](C)CO)C[C@H]1C ?
Tb PYK inh: 2%

Results for NS(=O)(=O)c1cccc(NC(=O)CSc2nnc(NC3CC3)s2)c1 ?
Tb PYK inh: 3%

Results for CCCCOCCCNC(=O)C[C@@H]1C[C@@]2(C(=O)OC)CCCCC=C2N(Cc2ccc(Cl)cc2Cl)C1=O ?
Tb PYK inh: 0%

Results for CC1(C)OC(=O)C2=C(C[C@@H](C3CC3)O[C@@H]2C2CC2)O1 ?
Tb PYK inh: -5%

What do the screens show for `COCCn1c(=O)c(-c2ccc(OC)cc2)nc2cnc(Oc3ccccc3)nc21`?
Tb PYK inh: 17%

How did CCOc1ccc2nc(NC(=O)c3cccc(N4C(=O)CCC4=O)c3)sc2c1 do in these assays?
Tb PYK inh: -3%

Results for CCCNC(=O)c1cc(C2CCCCN2C(=O)c2ccc(C(C)C)cc2)on1 (stereo unspecified) ?
Tb PYK inh: 3%

How did CCCCc1c(-c2ccccc2OC)ncn1C1CCCC1 do in these assays?
Tb PYK inh: -12%

What do the screens show for `COc1ccccc1CNc1nc(NCc2ccccc2F)c2sccc2n1`?
Tb PYK inh: 2%
